Screening data deposited in PubChem by Broad Institute.
IDH1 R132H inh – IDH1 R132H (human) inhibition; inhibition, % at 10 µM; O75874; IDH1 R132H reductase, diaphorase/resazurin fluorescence, 60 min; actives 0.18% (n = 70,000); in the data active means inhibition above about 34%;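 further: 0% = DMSO and 100% = no enzyme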
PRC2 inh – EZH2 (human) methyltransferase inhibition; Q15910; PRC2 H3K27 methylation, DELFIA TRF, 1 h; inhibition, % at 12.5 µM; actives 0.35% (n = 57,000);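 active means mean inhibition of replicates at least 50% and every single replicate also reaching 50%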;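 further: dimethyl H3K27 on biotinylated H3 21-44 peptide detected by antibody; plate controls were median neutral control wells for no effect and median positive control wells for full effect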
Target sequence (Q15910 whole entry, looked up): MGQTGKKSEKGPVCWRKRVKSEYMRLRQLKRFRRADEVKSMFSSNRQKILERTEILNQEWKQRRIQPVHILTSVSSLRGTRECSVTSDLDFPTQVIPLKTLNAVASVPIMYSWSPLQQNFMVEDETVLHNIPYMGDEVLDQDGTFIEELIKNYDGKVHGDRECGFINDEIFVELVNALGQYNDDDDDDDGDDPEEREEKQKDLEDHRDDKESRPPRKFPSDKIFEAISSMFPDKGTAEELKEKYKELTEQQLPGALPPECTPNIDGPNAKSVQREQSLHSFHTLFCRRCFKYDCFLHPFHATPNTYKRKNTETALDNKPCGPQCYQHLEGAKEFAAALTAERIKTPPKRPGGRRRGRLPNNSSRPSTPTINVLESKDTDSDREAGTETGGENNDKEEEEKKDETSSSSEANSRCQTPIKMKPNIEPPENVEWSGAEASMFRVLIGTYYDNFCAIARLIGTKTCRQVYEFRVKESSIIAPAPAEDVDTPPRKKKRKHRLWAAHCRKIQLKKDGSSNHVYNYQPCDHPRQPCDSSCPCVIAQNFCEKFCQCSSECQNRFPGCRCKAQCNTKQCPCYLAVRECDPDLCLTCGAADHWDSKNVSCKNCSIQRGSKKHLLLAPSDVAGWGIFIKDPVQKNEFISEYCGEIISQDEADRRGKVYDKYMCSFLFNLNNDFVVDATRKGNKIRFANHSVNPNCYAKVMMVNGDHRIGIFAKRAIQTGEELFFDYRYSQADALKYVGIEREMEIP
Numbers without * were called inactive; & = joins results of further samples. A portion of the library (hit frequency here may not be typical).

How did CO[C@H]1CN(C)C(=O)c2cc(NC(=O)C3CC3)ccc2OC[C@H](C)N(CCc2ccccc2)C[C@H]1C do in these assays?
PRC2 inh: -22

Results for Cc1cc(C)c(S(=O)(=O)N2CCN(CC(O)COc3ccc4ccccc4c3)CC2)c(C)c1 (stereo not drawn) ?
IDH1 R132H inh: 0.1; PRC2 inh: 25

What do the screens show for `C[C@H](CO)N1C[C@H](C)[C@H](CN(C)Cc2ccccn2)Oc2cc(Br)ccc2S1(=O)=O`?
IDH1 R132H inh: -2.0; PRC2 inh: 8

What do the screens show for `Cc1noc(C)c1S(=O)(=O)Nc1ccc2c(c1)C(=O)N([C@@H](C)CO)C[C@@H](C)[C@H](CN(C)C(=O)Nc1ccc(F)cc1)O2`?
IDH1 R132H inh: 1.5

Results for Cc1noc(C)c1S(=O)(=O)N(C)C[C@H]1OCCCC[C@H](C)Oc2ccc(NS(=O)(=O)c3cccs3)cc2C(=O)N([C@H](C)CO)C[C@@H]1C ?
IDH1 R132H inh: 1.9

How did C[C@@H]1CN([C@H](C)CO)C(=O)CCCn2cc(nn2)CO[C@H]1CN(C)Cc1ccc2c(c1)OCO2 do in these assays?
IDH1 R132H inh: 3.3; PRC2 inh: 2

Results for Cc1snnc1C(=O)Oc1ccccc1-c1nnco1 ?
PRC2 inh: -6

What do the screens show for `Cc1noc(C)c1S(=O)(=O)Nc1ccc2c(c1)C(=O)N([C@@H](C)CO)C[C@H](C)[C@@H](CN(C)C)OCCCC[C@@H](C)O2`?
IDH1 R132H inh: 1.8

How did C[C@@H]1CN([C@H](C)CO)C(=O)c2cc(NS(=O)(=O)c3cccs3)ccc2O[C@H]1CN(C)S(=O)(=O)c1cccs1 do in these assays?
IDH1 R132H inh: 1.0

Results for CO[C@@H]1CN(C)C(=O)c2cc(NC(C)=O)ccc2OC[C@@H](C)N(Cc2ccncc2)C[C@H]1C ?
IDH1 R132H inh: -0.6; PRC2 inh: -1

Results for C[C@H]1CCCCO[C@H](CN(C)Cc2ccncc2)[C@@H](C)CN([C@@H](C)CO)C(=O)c2cc(NC(=O)CCCN(C)C)ccc2O1 ?
IDH1 R132H inh: 11; PRC2 inh: 4

What do the screens show for `C[C@@H]1CN([C@@H](C)CO)C(=O)c2cc(NC(=O)c3ccncc3)ccc2O[C@@H]1CN(C)S(=O)(=O)c1cccs1`?
IDH1 R132H inh: 1.6

How did O=C(CCCCCCC(=O)Nc1ccccc1O)N/N=C/[C@H](O)[C@@H](O)[C@H](O)[C@H](O)CO[C@H]1O[C@H](CO)[C@H](O)[C@H](O)[C@H]1O do in these assays?
PRC2 inh: -11

Results for C[C@H]1CN([C@@H](C)CO)C(=O)c2cccc(NC(=O)c3ccc(-c4nccs4)cc3)c2O[C@@H]1CN(C)C(=O)Nc1ccc2c(c1)OCO2 ?
IDH1 R132H inh: 0.0

How did CO[C@H]1CN(C)C(=O)c2cc(NS(C)(=O)=O)ccc2OC[C@H](C)N(C)C[C@H]1C do in these assays?
IDH1 R132H inh: 0.0; PRC2 inh: 2

What do the screens show for `O=C(C[C@H]1CC[C@@H](NC(=O)Nc2cc(F)ccc2F)[C@@H](CO)O1)NCc1ccccn1`?
IDH1 R132H inh: -0.1; PRC2 inh: 3

Results for C[C@H]1CN([C@@H](C)CO)S(=O)(=O)c2ccc(C3=CCCC3)cc2O[C@H]1CN(C)C ?
IDH1 R132H inh: 1.8; PRC2 inh: 15

What do the screens show for `CCO[C@H]1OC(C(=O)Nc2ccccc2)=C[C@@H](c2ccc(Br)cc2)[C@@H]1CCCO`?
PRC2 inh: 6

What do the screens show for `Cc1noc(C)c1C(=O)N(C)C[C@H]1OCc2ccccc2-c2c(n(C)c3ccccc23)C(=O)N([C@@H](C)CO)C[C@@H]1C`?
PRC2 inh: -2

Results for O=C(Nc1ccc2c(c1)OCO2)N[C@H]1CC[C@@H](CCNC(=O)C2CCCC2)O[C@@H]1CO ?
IDH1 R132H inh: -0.2; PRC2 inh: -15

Results for COC(=O)CCCCCCC(=O)N/N=C/c1c(F)c(F)c(F)c(F)c1F ?
PRC2 inh: 10

Results for CCC(=O)Nc1ccc2c(c1)C(=O)N(C)C[C@@H](OC)[C@@H](C)CN(Cc1ccccc1)[C@H](C)CO2 ?
IDH1 R132H inh: -0.2; PRC2 inh: 0

How did CO[C@@H]1CN(C)C(=O)c2cc(NC(=O)NC3CCCCC3)ccc2OC[C@H](C)N(CCc2ccccc2)C[C@H]1C do in these assays?
IDH1 R132H inh: 0.2; PRC2 inh: -3

How did C[C@@H]1CN([C@@H](C)CO)C(=O)CCCn2cc(nn2)CO[C@H]1CN(C)C(=O)c1ccccc1 do in these assays?
IDH1 R132H inh: 0.0; PRC2 inh: 2

What do the screens show for `C[C@@H]1CN([C@H](C)CO)C(=O)c2cc(C#Cc3ccncc3)cnc2O[C@@H]1CN(C)CC1CCCC1`?
IDH1 R132H inh: 3.8; PRC2 inh: -1

How did CNC[C@@H]1Oc2ccc(NC(=O)Nc3ccc4c(c3)OCO4)cc2C(=O)N([C@@H](C)CO)C[C@H]1C do in these assays?
IDH1 R132H inh: -2.7; PRC2 inh: -6

How did CO[C@H]1CN(C)C(=O)c2cc(NC(=O)C3CC3)ccc2OC[C@@H](C)N(C(C)=O)C[C@H]1C do in these assays?
IDH1 R132H inh: 0.3; PRC2 inh: 0

What do the screens show for `COc1cccc(S(=O)(=O)Nc2ccc3c(c2)C(=O)N(C)C[C@@H](OC)[C@@H](C)CN(C(=O)Cc2cccnc2)[C@@H](C)CO3)c1`?
IDH1 R132H inh: -0.2; PRC2 inh: 9

What do the screens show for `C[C@@H]1CN([C@H](C)CO)C(=O)c2cc(C3=CCCCC3)cnc2O[C@@H]1CN(C)C(=O)C1CCOCC1`?
IDH1 R132H inh: 6.4

What do the screens show for `Cc1ccc(C)c(NC(=O)CCC(=O)O)c1`?
IDH1 R132H inh: -0.4; PRC2 inh: 15

How did C[C@@H]1CCCCO[C@@H](CN(C)C(=O)Nc2ccc3c(c2)OCO3)[C@@H](C)CN([C@@H](C)CO)C(=O)c2cc(NC(=O)c3ccccc3)ccc2O1 do in these assays?
IDH1 R132H inh: 0.1

How did C[C@@H]1CN([C@@H](C)CO)C(=O)c2cccc(NC(=O)Nc3ccccc3)c2O[C@@H]1CN(C)C(=O)NC1CCCCC1 do in these assays?
IDH1 R132H inh: 1.2; PRC2 inh: -25

How did COc1ccc(CN(C)C[C@H]2Oc3ccc(NS(=O)(=O)c4c(C)noc4C)cc3C(=O)N([C@H](C)CO)C[C@H]2C)cc1 do in these assays?
IDH1 R132H inh: -0.5

What do the screens show for `C[C@@H]1CCCCO[C@H](CN(C)Cc2ccc3c(c2)OCO3)[C@@H](C)CN([C@@H](C)CO)C(=O)c2cc(NC(=O)Nc3ccc(F)cc3)ccc2O1`?
IDH1 R132H inh: -1.1

What do the screens show for `C[C@H]1CN([C@@H](C)CO)C(=O)c2cc(NC(=O)NC3CCCCC3)ccc2O[C@H]1CN(C)S(=O)(=O)c1cccs1`?
IDH1 R132H inh: 2.4

What do the screens show for `Cc1cc(C)nc(Nc2n[nH]c(COc3cccc4cccnc34)n2)n1`?
IDH1 R132H inh: 0.4; PRC2 inh: -14

Pulled by compound from the entries so far:
How did COc1ccc(CN(C)C[C@H]2Oc3ccc(NS(=O)(=O)c4c(C)noc4C)cc3C(=O)N([C@H](C)CO)C[C@H]2C)cc1 do in these assays?
IDH1 R132H inh: -0.5

How did CNC[C@@H]1Oc2ccc(NC(=O)Nc3ccc4c(c3)OCO4)cc2C(=O)N([C@@H](C)CO)C[C@H]1C do in these assays?
IDH1 R132H inh: -2.7; PRC2 inh: -6

More structures:
What do the screens show for `CCS(=O)(=O)Nc1ccc2c(c1)C(=O)N(C)C[C@H](OC)[C@@H](C)CN(C(=O)C1CCC1)[C@@H](C)CO2`?
IDH1 R132H inh: 0.2; PRC2 inh: 6

How did COc1ccc(NC(=O)N(C)C[C@H]2OCCCC[C@@H](C)Oc3ccc(NS(=O)(=O)c4cn(C)cn4)cc3C(=O)N([C@H](C)CO)C[C@H]2C)cc1 do in these assays?
IDH1 R132H inh: 0.5

Results for CC(C)CC#Cc1cnc2c(c1)C(=O)N([C@H](C)CO)C[C@@H](C)[C@H](CN(C)Cc1cccc(F)c1)O2 ?
IDH1 R132H inh: -1.5

What do the screens show for `CNC[C@@H]1OCCCC[C@H](C)Oc2ccc(NC(=O)Cc3ccccc3)cc2C(=O)N([C@@H](C)CO)C[C@@H]1C`?
IDH1 R132H inh: 1.3; PRC2 inh: -1

Results for C[C@@H]1CN([C@H](C)CO)S(=O)(=O)c2ccc(-c3cccc(C#N)c3)cc2O[C@@H]1CN(C)CC1CC1 ?
IDH1 R132H inh: 1.4; PRC2 inh: -7

What do the screens show for `C[C@@H]1CN([C@@H](C)CO)C(=O)Cc2cc(NC(=O)Nc3ccccc3)ccc2O[C@H]1CN(C)CC1CC1`?
IDH1 R132H inh: -2.4; PRC2 inh: -21

How did C[C@@H]1CN([C@@H](C)CO)C(=O)c2cccc(NS(=O)(=O)c3cn(C)cn3)c2O[C@@H]1CN(C)C(=O)Nc1cccc2ccccc12 do in these assays?
IDH1 R132H inh: 0.2

Results for COc1cc(NC(=O)C(C)Oc2cccc(Cl)c2)c(C(=O)O)cc1OC (stereo not drawn) ?
IDH1 R132H inh: -0.6; PRC2 inh: -3

How did Oc1c(C(Nc2ccccn2)c2cccc(F)c2)cc(Cl)c2cccnc12 (stereo not drawn) do in these assays?
IDH1 R132H inh: -0.8; PRC2 inh: -32

Results for Cc1ccccc1C(=O)Nc1ccc2nc(SCC(=O)Nc3ccccc3)sc2c1 ?
IDH1 R132H inh: 2.6; PRC2 inh: 10

What do the screens show for `C[C@@H]1CN([C@H](C)CO)C(=O)c2cc(NC(=O)Cc3ccccc3)ccc2O[C@@H](C)CCCCO[C@H]1CN(C)S(C)(=O)=O`?
IDH1 R132H inh: -1.1; PRC2 inh: 0

Results for COc1cccc(-c2ccc3c(c2)O[C@@H](CN(C)C)[C@H](C)CN([C@@H](C)CO)S3(=O)=O)c1 ?
IDH1 R132H inh: -3.1; PRC2 inh: -20

Results for CN(C)Cc1cn(CC[C@@H]2CC[C@H](NC(=O)Nc3ccccc3F)[C@@H](CO)O2)nn1 ?
IDH1 R132H inh: 0.2; PRC2 inh: 26

What do the screens show for `C[C@H](CO)N1C[C@H](C)[C@H](CN(C)Cc2ccncc2)Oc2ncc(-c3cc4ccccc4o3)cc2C1=O`?
IDH1 R132H inh: 0.1; PRC2 inh: -8

What do the screens show for `Cc1ccc(NC(=O)CSc2nc(-c3cccs3)cc(C(F)(F)F)n2)c([N+](=O)[O-])c1`?
IDH1 R132H inh: -0.5; PRC2 inh: 13

What do the screens show for `Nc1cc(N)nc(SCC(=O)c2ccc(F)cc2)n1`?
IDH1 R132H inh: 2.6

Results for CCCC#Cc1cnc2c(c1)C(=O)N([C@@H](C)CO)C[C@H](C)[C@H](CN(C)C(=O)NC1CCCC1)O2 ?
IDH1 R132H inh: 0.4

How did COC(=O)[C@H](Cc1ccccc1)N1CC2=C[C@@H](C3CC3)n3c(=O)n(C)c(=O)n3[C@H]2[C@@H]1[C@@H](O)Cc1ccccc1 do in these assays?
PRC2 inh: -6

What do the screens show for `C[C@H]1CN([C@@H](C)CO)S(=O)(=O)c2ccc(-c3cccc(C(=O)N(C)C)c3)cc2O[C@H]1CN(C)C(=O)Cc1ccccn1`?
IDH1 R132H inh: -4.5; PRC2 inh: -12

What do the screens show for `Brc1ccc(CNc2nc3ccccc3n2CCN2CCOCC2)cc1`?
IDH1 R132H inh: -0.1; PRC2 inh: 11

How did CNC[C@@H]1Oc2cc(C#CCC3CCCC3)ccc2S(=O)(=O)N([C@H](C)CO)C[C@H]1C do in these assays?
IDH1 R132H inh: 0.0; PRC2 inh: -58

How did CSc1ccccc1NC(=O)C(C)NS(=O)(=O)c1ccc(Cl)cc1 (stereo not drawn) do in these assays?
IDH1 R132H inh: -0.2; PRC2 inh: -2

How did C[C@H](CO)N1C[C@H](C)[C@H](CN(C)S(=O)(=O)c2ccccc2)Oc2ncc(C#CCN(C)C)cc2C1=O do in these assays?
IDH1 R132H inh: 2.2&-0.3

Results for COCC(=O)Nc1ccc2c(c1)OC[C@@H](C)N(C(=O)c1ccccc1F)C[C@H](C)[C@H](OC)CN(C)C2=O ?
IDH1 R132H inh: 0.2; PRC2 inh: -3

Results for Cc1ccc(S(=O)(=O)Nc2ccc3c(c2)C(=O)N([C@@H](C)CO)C[C@H](C)[C@H](CN(C)Cc2ccc(Cl)c(Cl)c2)O3)cc1 ?
IDH1 R132H inh: 1.3

What do the screens show for `COc1ccc(CN(C)C[C@@H]2OCCCC[C@H](C)Oc3ccc(NS(=O)(=O)c4ccccc4)cc3C(=O)N([C@H](C)CO)C[C@@H]2C)cc1`?
IDH1 R132H inh: 0.0

By substructure, those above containing two or more sulfur atoms (seven)
Results for Cc1noc(C)c1S(=O)(=O)N(C)C[C@H]1OCCCC[C@H](C)Oc2ccc(NS(=O)(=O)c3cccs3)cc2C(=O)N([C@H](C)CO)C[C@@H]1C ?
IDH1 R132H inh: 1.9

How did C[C@@H]1CN([C@H](C)CO)C(=O)c2cc(NS(=O)(=O)c3cccs3)ccc2O[C@H]1CN(C)S(=O)(=O)c1cccs1 do in these assays?
IDH1 R132H inh: 1.0

What do the screens show for `C[C@@H]1CN([C@@H](C)CO)C(=O)c2cc(NC(=O)c3ccncc3)ccc2O[C@@H]1CN(C)S(=O)(=O)c1cccs1`?
IDH1 R132H inh: 1.6

What do the screens show for `C[C@H]1CN([C@@H](C)CO)C(=O)c2cc(NC(=O)NC3CCCCC3)ccc2O[C@H]1CN(C)S(=O)(=O)c1cccs1`?
IDH1 R132H inh: 2.4

Results for Cc1ccccc1C(=O)Nc1ccc2nc(SCC(=O)Nc3ccccc3)sc2c1 ?
IDH1 R132H inh: 2.6; PRC2 inh: 10

What do the screens show for `Cc1ccc(NC(=O)CSc2nc(-c3cccs3)cc(C(F)(F)F)n2)c([N+](=O)[O-])c1`?
IDH1 R132H inh: -0.5; PRC2 inh: 13

How did CSc1ccccc1NC(=O)C(C)NS(=O)(=O)c1ccc(Cl)cc1 (stereo not drawn) do in these assays?
IDH1 R132H inh: -0.2; PRC2 inh: -2
